Source: PubChem BioAssay (several laboratories)
MEKK2wt PB1 HTS: raises or lowers MEK5 binding to wildtype human MEKK2 PB1 domain. Q9Y2U5. bead flow cytometry, Alexa488-MEK5 binding to MEKK2 WT; actives lie on both sides. binding response (% of control), % at 10 µM. actives 1.1% (n = 290,000); in the data active = binding response below about 67% or above about 130%
PfM18AAP inh: PfM18AAP enzyme inhibition; recombinant PfM18AAP, H-Glu-NHMec fluorogenic cleavage; inhibition, % at 7.35 µM; actives 1.2% (n = 290,000); AID 1822;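 active = inhibition above the campaign mean inhibition over all tested compounds plus 3 SD, cut at about 28% in these data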;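 also: 0% = plate median of test compound wells and 100% = 2 mM ZnCl2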
V1R ag counter: activates human V1a receptor in oxytocin agonist counter-screen. P37288. CHO-V1R cells, Fluo-8 calcium fluorescence, agonist mode; 0% DMSO, 100% 3 nM vasopressin. activation, % at 3 µM. actives 0.25% (n = 320,000). AID 2797;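 active = activation above the mean activation of all tested compounds plus 3 SD, per screening run, cut at about 20% in these data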;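 also: signal is peak over basal fluorescence ratio across a 100 second FLIPR read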
NALP1 inh: blocks the NALP1 inflammasome reconstituted in yeast; S. cerevisiae NALP1/ASC/caspase-1 growth, X-gal OD620, 72 h; inhibition, % at 10 µM; actives 0.61% (n = 280,000); in the data active = inhibition mostly above about 24%, no sharp cut-off; inactive = mostly below about 32%; also: some compounds called inactive have numbers as strong as hits
OXTR agonist: activates the human oxytocin receptor | P30559 | CHO-OTR cells, Fluo-8 calcium fluorescence; normalized: DMSO 0%, oxytocin 100% | activation, % at 3 µM | actives 0.32% (n = 320,000) | AID 2435;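 active = activation above the mean of all tested compounds plus 3 SD, cutoff set per screening run, cut at about 20% in these data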;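 also: peak over basal fluorescence ratio from a 100 s FLIPR kinetic read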
Target sequence (P30559 whole entry, looked up): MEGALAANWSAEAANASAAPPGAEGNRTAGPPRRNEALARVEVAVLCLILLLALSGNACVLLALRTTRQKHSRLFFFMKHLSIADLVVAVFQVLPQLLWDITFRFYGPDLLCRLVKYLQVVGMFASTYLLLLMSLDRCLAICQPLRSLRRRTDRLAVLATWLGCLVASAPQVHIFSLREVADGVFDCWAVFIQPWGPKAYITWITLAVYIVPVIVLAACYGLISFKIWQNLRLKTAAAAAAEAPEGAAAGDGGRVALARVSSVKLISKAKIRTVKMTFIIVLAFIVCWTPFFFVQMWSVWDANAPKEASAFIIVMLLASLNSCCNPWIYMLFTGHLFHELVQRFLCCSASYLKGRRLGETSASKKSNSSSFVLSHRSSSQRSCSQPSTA
MEKK2 mut-MEK5: signal of MEK5 binding to mutant human MEKK2 PB1 domain. bead flow cytometry, Alexa488-MEK5 binding to MEKK2 mutant. percent response, % at 10 µM. actives 0.35% (n = 290,000); in the data active = percent response above about 24%, passing the limit was not always enough; also: inactives centre near 1; some results filed as inactive read as strong as hits
GalR3 antagonist: antagonists of human GalR3; O60755; HEK293 GalR3-CNG cAMP membrane potential fluorescence; galR3 body fused to GalR1 C-terminus; inhibition, % at 3 µM; actives 0.44% (n = 360,000); AID 651719;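 active = inhibition above the screen-wide average plus 3 SD, cut at about 13% in these data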;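 also: forskolin and galanin both at EC90 stimulate the cells; cAMP rise reported by CNG channel membrane potential dye signal; 0% = forskolin plus galanin with DMSO and 100% = forskolin alone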
Target sequence (O60755 1-299 limits assumed): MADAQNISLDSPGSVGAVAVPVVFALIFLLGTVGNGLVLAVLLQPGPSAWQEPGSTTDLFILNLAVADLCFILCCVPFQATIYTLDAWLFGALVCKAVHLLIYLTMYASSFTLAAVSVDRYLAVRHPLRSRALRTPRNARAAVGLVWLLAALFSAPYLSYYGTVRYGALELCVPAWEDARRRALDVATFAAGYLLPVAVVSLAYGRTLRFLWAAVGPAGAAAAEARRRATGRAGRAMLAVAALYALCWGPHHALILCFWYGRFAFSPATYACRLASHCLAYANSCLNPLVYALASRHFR
OXTR potentiate: human OXTR potentiation; P30559; CHO-OTR cells, Fluo-8 calcium fluorescence, potentiator mode; 0% = oxytocin EC15, 100% = EC100; activation, % at 3 µM; actives 0.061% (n = 320,000); AID 2445;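 active = activation above that plate's cutoff, the mean activation of tested compounds plus 3 SD, cut at about 6.6% in these data, passing the limit was not always enough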;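 also: 100% uses oxytocin at 75 nM as the full agonist control; some results filed as inactive read as strong as hits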
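Dosing: Single dose, 3.0 µM nominal final compound concentration | Material: Human OTR in CHO cells | Technique: Kinetic Fluo-8 calcium fluorescence | Benchmarks: EC15 oxytocin alone as 0%, 75 nM oxytocin as 100% | Probe or stimulus: Oxytocin at about EC15, sub-maximal agonist stimulus | Incubation: Compound 6 min at room temperature before oxytocin, 100 s read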
GPR7 antagonist: blocks human GPR7 receptor signaling | inhibition, % at 4.4 µM | GPR7-expressing cells, fluorescence antagonist assay | actives 1.1% (n = 290,000) | AID 1861; in the data active = inhibition above about 16%, passing the limit was not always enough;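 also: cells stimulated with the agonist NPW; 0% = agonist with vehicle and 100% = vehicle without agonist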
Target sequence (P48145 whole entry, looked up): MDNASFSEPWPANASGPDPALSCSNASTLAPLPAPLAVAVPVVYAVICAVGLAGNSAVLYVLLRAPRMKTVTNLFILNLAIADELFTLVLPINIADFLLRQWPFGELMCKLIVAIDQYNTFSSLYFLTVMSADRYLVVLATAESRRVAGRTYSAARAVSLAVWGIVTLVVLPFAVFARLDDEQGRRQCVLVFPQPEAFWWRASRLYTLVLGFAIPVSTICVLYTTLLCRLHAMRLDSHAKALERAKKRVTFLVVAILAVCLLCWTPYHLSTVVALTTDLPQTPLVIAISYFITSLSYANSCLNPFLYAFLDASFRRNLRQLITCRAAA
* = called active by the depositor; / = not tested or not shown; [ ] = dose if it differs, or a comment.

SMILES	MEKK2wt PB1 HTS	PfM18AAP inh	V1R ag counter	NALP1 inh	OXTR agonist	MEKK2 mut-MEK5	GalR3 antagonist	OXTR potentiate	GPR7 antagonist
O=C(Nc1cccnc1)c1cc(-c2ccc(F)cc2)on1	104.0	-1.3	3.1	5.1	1.4	2.0	6.7	2.3	16.8
Cc1ccn2c(NC(=O)c3ccco3)c(-c3ccccc3)nc2c1	104.0	-3.5	-0.7	2.8	0.4	-1.0	-2.6	-4.6	-2.8
Cc1cc(NC(=O)CSc2nc(-c3ccco3)cc(C(F)(F)F)n2)no1	93.0	5.2	0.5	-62.9	1.7	-1.0	1.6	-9.2	0.8
COc1ncccc1C(=O)N1CCC(n2nccc2NC(=O)CC(C)C)CC1	107.0	-6.5	0.8	15.0	-0.2	9.0	-1.5	5.2	-6.9
Cc1ccc(NC(=O)C2CCCN(S(=O)(=O)c3c(C)noc3/C=C/N(C)C)C2)c(C)c1 (configuration not stated)	108.0	-4.4	0.0	-1.1	0.2	3.0	-0.8	-4.6	-16.9
CCOC(=O)CSc1nc2cc3c(cc2cc1C#N)OCO3	92.0	-6.3	-0.1	-3.9	-1.0	0.0	-3.9	-17.6	6.7
CCN(CC)S(=O)(=O)c1cccc(-c2nnc(SCc3nc4ccccc4s3)o2)c1	101.0	-9.0	5.7	24.7	3.2	0.0	-1.9	-11.8	1.5
COC(=O)[C@@H]1C[C@H]1[C@@H](NC(=O)c1ccccc1)c1ccccc1	86.0	-2.1	-0.6	17.0	-0.3	-6.0	-10.7	-2.6	1.7
COc1cccc(C(=O)OCC(=O)Nc2nnc(-c3ccccc3)o2)c1	/	/	0.3	/	-0.5	/	-1.9	-0.3	/
C/C(CC(=O)NCc1ccco1)=N\NC(=O)CC#N	104.0	30.3*	-0.9	13.0	-0.4	1.0	-6.3	0.3	-11.4
CNC(=S)SCCOc1ccc(C)cc1	93.0	2.8	0.0	22.2	0.2	-7.0	-5.2	-0.5	-4.7
O=C(CN1CCN(Cc2cccc(Cl)c2)C1=O)NCc1cccs1	105.0	-1.6	0.1	10.1	-1.5	0.0	4.0	-14.8	-13.2
O=C(NCCc1ccccc1)c1cnn2c(C(F)F)cc(C3CC3)nc12	112.0	-3.8	-1.0	12.4	-2.9	14.0	6.4	-11.1	-9.6
COc1ccc(NC(C)=O)cc1NC(=O)CCn1c(=O)sc2ccccc21	98.0	1.1	0.5	11.4	-0.7	5.0	3.2	-3.2	-1.8
CCOCCCNC(=S)NCCc1ccccc1	101.0	2.5	-0.1	27.3	-0.6	1.0	-3.7	-3.0	-4.8
Cc1cc(O)c(C(C)C)cc1NC(=O)c1ccc(Cl)cc1	99.0	5.1	-0.3	-8.0	-2.1	2.0	-1.2	-9.8	-25.3
O=C(c1cc(Br)ccc1Cl)N1CCN(c2ccc(N3CCOCC3)nn2)CC1	/	/	-0.6	/	-0.3	/	-4.2	1.4	/
COc1cc(C(=O)NNC(=O)C2CCCC2)cc(OC)c1OC	87.0	-4.5	0.4	-9.9	-0.1	-10.0	-7.8	-8.0	-0.4
O=S(=O)(Nc1cc(Cl)ccc1-n1cncn1)c1cc(Br)ccc1Br	/	/	12.2	/	15.8	/	-5.1	-13.3	/
Cc1ccccc1S(=O)(=O)N(CC(O)CN1CCCCC1)c1ccccc1 (configuration not stated)	97.0	-0.7	1.1	18.1	0.5	-2.0	-1.2	-9.6	3.4
Cc1ccc(NC(=O)CC2C(=O)NCCN2C(=O)c2ccc(F)cc2)cc1 (configuration not stated)	107.0	-3.9	0.5	10.2	1.1	6.0	-1.0	-4.9	-11.1
Cc1c(N=Nc2c(-c3ccc([N+](=O)[O-])cc3)[nH]n(C(N)=S)c2=O)cccc1[N+](=O)[O-]	107.0	2.6	/	-7.2	/	0.0	-0.7	/	3.6
CC(=O)Nc1ccc(N/C=C/C(=O)c2ccc(Br)cc2)cc1	102.0	5.3	-0.1	8.9	0.5	1.0	/	-3.5	-10.2
CCOC(=O)N1CCN(S(=O)(=O)c2ccc(C(=O)Nc3sc4c(c3C(N)=O)CC(C)(C)NC4(C)C)cc2)CC1	112.0	4.8	2.0	13.5	0.1	8.0	2.2	-2.6	-2.3
CCn1cnc2sc(C(=O)O)c(C)c2c1=O	108.0	-0.6	-0.4	-0.2	-0.3	5.0	-4.6	-7.8	-17.2

(list continues)
SMILES	MEKK2wt PB1 HTS	PfM18AAP inh	V1R ag counter	NALP1 inh	OXTR agonist	MEKK2 mut-MEK5	GalR3 antagonist	OXTR potentiate	GPR7 antagonist
CC(NC(=O)CN1CCN(Cc2ccc(Cl)cc2)C1=O)c1ccc2c(c1)OCCO2 (configuration not stated)	105.0	-8.8	-1.6	23.0	-0.7	7.0	-0.1	6.0	3.8
O=C(Nc1ccc2c(c1)CCC2)c1cccs1	98.0	-1.5	-1.8	-21.2	-2.4	-7.0	-0.2	-5.2	-6.3
O=C(COC(=O)c1ccc(Cl)nc1)NCCc1ccc(F)cc1	/	/	1.0	/	-1.0	/	-3.0	-0.3	/
Cc1cc(C)c(C)c(S(=O)(=O)N2CCN(c3ccccn3)CC2)c1C	102.0	3.5	-1.0	19.4	-2.9	4.0	-8.1	-5.8	-5.4
CCN(CC)S(=O)(=O)c1ccc2oc(SCC3CN=C(c4ccc(OC)cc4)S3)nc2c1 (configuration not stated)	104.0	-7.3	1.5	-12.3	1.0	1.0	-1.0	-13.9	-8.2
Cc1cc(OCCN2CCCCCC2)ccc1[N+](=O)[O-]	104.0	3.9	0.4	38.3	1.0	14.0	-5.9	5.8	-1.5
O=C(COC(=O)CCNS(=O)(=O)c1ccc(Cl)cc1)NCc1ccco1	/	2.8	0.9	10.0	-0.4	/	-2.0	-4.3	-3.1
CCCCCCCCCC[n+]1cccc2c3ccccc3ccc21	213.0*	0.4	/	25.6*	/	10.0	49.8*	/	69.9*
COC(=O)c1ccc(NC(=O)CSc2nc(=O)cc(N)n2-c2ccccc2)cc1	105.0	1.6	0.0	-0.5	-1.2	-6.0	-1.7	-5.4	-0.9
CCc1noc(C)c1C(=O)OCC(=O)Nc1cccc(C)c1	/	/	0.9	/	-0.4	/	-5.7	-3.7	/
CCN(CC)Cc1ccc(OC)c(Cl)c1	93.0	2.0	-0.1	-0.3	-2.3	8.0	-6.0	-8.6	-12.0
COc1ccc(C(=O)Nc2ccccc2C(=O)N/N=C/c2cccc3ccccc23)cc1	106.0	-6.8	0.1	6.9	-0.6	2.0	-1.2	-20.8	-7.7
CC1(C)NC(=O)N(CC(=O)N2CCN(S(=O)(=O)c3cc(Cl)ccc3Cl)CC2)C1=O	/	/	-0.3	/	-0.3	/	-4.2	-6.2	/
COc1cc2sc(C)nc2c2ccccc12	107.0	-14.5	0.0	31.7	-0.6	3.0	-8.1	-7.0	9.7
Cc1ccc(C2NC(c3ccc(C)cc3)C([N+](=O)[O-])C(C)(C)C2[N+](=O)[O-])cc1 (configuration not stated)	101.0	-0.9	1.0	27.9	0.7	-1.0	-3.5	-2.0	-7.0
Cc1ccc(NC(=S)N2CCN(Cc3ccc4c(c3)OCO4)CC2)c(C)c1	108.0	1.3	2.0	/	1.1	3.0	-2.2	-3.8	-2.5
COc1cc(C(=S)N2CCCC2)cc(OC)c1OC	102.0	-10.5	0.1	18.6	0.5	1.0	-3.0	4.3	-8.4
Cc1ccc(NC(=O)CCC(=O)NCCO)cc1	105.0	6.3	-0.1	1.9	0.8	4.0	-3.3	-8.1	8.3
Cc1ncc(CO)c(/C=N/NC(=O)c2ccccc2Br)c1O	5.0*[inhibitor]	34.8*	-0.3	41.9	-1.0	2.0	-1.8	-7.9	4.0
CCOC(=O)c1c(-c2ccccc2)csc1NC(=O)CSc1ccccc1	96.0	-1.1	2.4	19.9	0.4	-2.0	-4.8	-10.2	-15.3
CC(C)OC(=O)CC1C(=O)NCCN1C(=S)NC(=O)c1ccc(F)cc1 (configuration not stated)	98.0	1.6	-0.4	-14.9	0.1	3.0	-5.8	-12.6	-20.1
Cn1c(=NC(=O)CSCC(=O)N2CCCCC2)sc2ccccc21	113.0	-3.5	1.0	1.4	-0.8	28.0*	-2.9	-6.8	2.6
CC(=O)c1ccc(OCCNS(=O)(=O)c2ccc(-n3cnnn3)c(C)c2)cc1	97.0	2.2	7.6	33.0	1.8	-9.0	2.8	-6.9	12.2
Cc1noc(C)c1C(=O)Nc1ccc(S(=O)(=O)N2CCC(C)CC2)cc1	/	/	9.3	/	6.7	/	-0.2	-8.7	/
CC1CCN(CC(=O)n2c3c(c4ccccc42)CCCC3)CC1	103.0	-1.9	-1.5	5.2	-1.5	-2.0	-9.5	-3.6	-6.4

(cont.)
SMILES	MEKK2wt PB1 HTS	PfM18AAP inh	V1R ag counter	NALP1 inh	OXTR agonist	MEKK2 mut-MEK5	GalR3 antagonist	OXTR potentiate	GPR7 antagonist
CC1=NN(C(=O)c2ccccc2C)C(O)(c2ccc(Cl)cc2)C1 (configuration not stated)	97.0	19.2	/	-35.4	/	-2.0	-3.8	/	-11.8
O=C(NCCN1CCCCC1)Nc1ccc([N+](=O)[O-])cc1	109.0	0.7	-1.0	15.2	0.0	3.0	-2.9	-14.5	-12.6
Oc1cccc(/C=C/c2ccc3cccc(O)c3n2)c1	96.0	3.9	3.2	4.5	2.2	1.0	-10.5	-12.4	17.6
CC(=O)Nc1ccc(S(=O)(=O)Nc2nccc(/C=C/c3ccccc3F)n2)cc1	-6.0*	-2.0	0.7	13.5	0.4	4.0	1.7	-0.1	-6.5
O=C(O)CC(CC(=O)O)c1ccsc1	/	/	1.8	/	2.1	/	-3.7	2.0	/
COc1cccc(C(=O)CSc2nnc(CNS(=O)(=O)c3ccc(C)cc3)n2C)c1	112.0	0.4	/	4.9	/	14.0	5.2	/	-3.0
CCC(=O)N1CCN(c2ccccc2NC(=O)c2cccs2)CC1	109.0	4.2	0.1	11.0	-0.8	4.0	-2.6	-4.7	5.7
CCCC1CCC(C(=O)Nn2c(C)nc3ccccc3c2=O)CC1 (configuration not stated)	100.0	-1.8	0.2	0.8	-1.6	4.0	-4.1	0.1	-9.1
c1cncc(CNc2c3c(nc4nnnn24)CCCC3)c1	104.0	0.1	-0.4	16.2	0.0	7.0	-3.7	-1.0	-8.2
O=C1c2cccc3cccc(c23)C(=O)N1CC1CCN(S(=O)(=O)c2ccc(F)cc2)CC1	106.0	2.8	0.0	-3.0	-0.9	0.0	1.1	-3.1	-0.9
CCOC(=O)c1c(S(=O)(=O)N2CCN(C3CCCCC3)CC2)c(C)n(C)c1C	91.0	1.3	-1.4	15.3	-0.6	-10.0	0.5	-13.6	-6.0
O=C(CSc1nnc2sc3ccccc3n12)N1CCN(c2ccccc2)CC1	99.0	-12.4	-0.3	0.9	-0.1	0.0	/	-5.2	-2.4
O=C(O)C1CCN(S(=O)(=O)Cc2ccccc2)CC1	101.0	4.5	4.4	1.8	3.1	4.0	-9.6	-8.3	-4.3
CCC(=O)c1ccc(OCC(=O)N2CCN(S(=O)(=O)c3ccc(Cl)s3)CC2)cc1	/	/	7.8	/	5.3	/	2.1	-8.6	/

An excerpt of these results, with values under each structure.
Fields – MEKK2wt PB1 HTS	PfM18AAP inh	V1R ag counter	NALP1 inh	OXTR agonist	MEKK2 mut-MEK5	GalR3 antagonist	OXTR potentiate	GPR7 antagonist
- Cc1ccc(NC(=O)C2CCCN(S(=O)(=O)c3c(C)noc3/C=C/N(C)C)C2)c(C)c1 (configuration not stated)
    108.0	-4.4	0.0	-1.1	0.2	3.0	-0.8	-4.6	-16.9
- CCCCCCCCCC[n+]1cccc2c3ccccc3ccc21
    213.0*	0.4	/	25.6*	/	10.0	49.8*	/	69.9*
